High-throughput results as filed in PubChem.
Abeta yeast res: restores growth of yeast expressing A-beta42 peptide; yeast expressing A-beta42, growth rescue, OD600, 48 h; response scale: 0% DMSO, 100% iron-clioquinol control; Potency, µM (series often up to 46.1 µM), without a hit: top-dose growth rescue, hits mostly activators; 410,000 compounds, 0.063% hits; also: potency is read from the fitted curve at half-maximal effect; nearly all actives have a fitted effect of over 55% in size
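Yeast A-beta toxicity model in growth medium with pinned compounds, 48 h at 30 C; growth read as absorbance at 600 nm. Normalized to FeCl3/clioquinol equimolar mix (positive) and DMSO (negative).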
WRN helicase inh: blocks human WRN helicase. Q14191. WRN helicase unwinding, fluorescent forked duplex, kinetic. Potency, µM (top dose mostly 114 µM), for the others: at the top dose activity change, negative = inhibition, most hits filed as inhibitors. 360,000 compounds, 0.46% hits; also: potency is read from the fitted curve at half-maximal effect; % is scaled to controls: 0 for no effect and ±100 for the full control effect; nearly all actives have a fitted effect of over 55% in size
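Kinetic fluorescence helicase assay: unwinding of a quenched forked DNA duplex (100 nM final) with 2 mM ATP final raises red fluorescence (525/598 nm). Compounds sat 15 min at room temperature with 20 nM WRN beforehand.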
PI5P4Ka inh: inhibitors of human PI5P4K alpha; P48426; PI5P4Kalpha enzyme, ADP-Glo luminescence, 60 min; stronger effect = lower value; max response, %; 330,000 compounds, 1.2% hits; active = max response of -50% or lower; inconclusive = between -30% and -50%; inactive = -30% or higher; also: value at the top dose of about 77 µM; % is scaled to controls: 0 for no effect and ±100 for the full control effect
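Enzyme plus substrate dispensed, test compounds pinned in, then ATP (5 microM final) added. After 60 min at RT, ADP-Glo reagent 1 for 45 min and reagent 2 for 30 min preceded luminescence imaging.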
PLK1 PBD block: inhibitors of human PLK1 polo-box domain binding | Plk1 PBD binding of FITC phosphopeptide, fluorescence polarization | Potency, µM, for the others: max response, negative = inhibition, hits mostly inhibitors | 360,000 compounds, 2.8% hits | AID 720504; also: potency is read from the fitted curve at half-maximal effect; series mostly up to about 57 µM; % is scaled to controls: 0 for no effect and ±100 for the full control effect; nearly all actives have a fitted effect of over 65% in size
EPAC1 antagonist: antagonists of human EPAC1; O95398; AID 720709; Potency, µM (series often up to 115 µM), for the others: at the top dose activity change, negative = inhibition, actives largely listed as inhibitors; EPAC1 GEF assay, Rap1b-BODIPY-GDP exchange fluorescence; 360,000 compounds, 0.14% hits;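 also: potency is read from the fitted curve at half-maximal effect; plate controls were vehicle for no effect and positive control for full effect; nearly all actives have a fitted effect of over 50% in size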
IL2 activator: IL-2 activation. IL-2 activation reporter assay, cell-based qHTS; stimulated with anti-CD3/CD4/CD28 beads; in transgenic mouse T cells. activation, % (series mostly up to about 46 µM). 360,000 compounds, 0.065% hits; in the data active = activation above about 50%; inconclusive = mostly about 30% to 49%; also: 0% is about no effect
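Unstimulated transgenic mouse T cells; 60-min compound exposure; bead-based TCR/CD4/CD28 stimulation; 18 h culture, 37 degrees C; dual fluorescence (EGFP, DsRed) plate cytometry.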
EPAC1 ag: activates human EPAC1 exchange factor | 360,000 compounds, 0.073% hits | AID 720707 | O95398 | Potency, µM (series often up to 154 µM), for the others: top-dose activation, actives largely listed as activators | EPAC1 agonist qHTS, biochemical assay; response scale: 100% = response to 6.5 mM cAMP; also: potency is read from the fitted curve at half-maximal effect; nearly all actives have a fitted effect of over 60% in size
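Normalized to 6.5 mM cAMP, activity reflects EPAC1-catalysed release of BODIPY-GDP from Rap1B, followed kinetically over 30 min at 480 nm excitation, 540 nm emission. Reaction contained 100 nM EPAC1, 250 nM Rap1B-BODIPY-GDP, 50 uM GDP.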
FUS yeast rescue: suppressors of FUS proteinopathy in yeast; S. cerevisiae FUS-expressing, growth rescue, OD600, 24 h; Potency, µM (doses to about 76.6 µM), for the others: at the highest dose growth rescue (activation), actives largely listed as activators; 390,000 compounds, 0.24% hits;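 also: potency is read from the fitted curve at half-maximal effect; plate controls were DMSO vehicle for no effect and reference control for full effect; nearly all actives have a fitted effect of over 55% in size; some results filed as inactive show a strong effect at the top dose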
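S. cerevisiae expressing FUS from galactose induction served as the toxicity model. Growth after 24hr at 30C, read as absorbance at 600 nm, indicates suppression of toxicity; compounds dosed at several concentrations.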
Numbers without * were called inactive; ? = inconclusive; . = not tested or not shown; & = joins results of further samples; [ ] = remark or other dose. Unless noted, calls follow the shape of the dose curve; as a rule, active = well fitted curve in the direction sought with a large enough effect; inconclusive = small, poorly fitted or top-dose-only effect, or another doubt; inactive = no such curve, though single readings can be large; an effect the other way counts as inactive or inconclusive.

SMILES | Abeta yeast res | WRN helicase inh | PI5P4Ka inh | PLK1 PBD block | EPAC1 antagonist | IL2 activator | EPAC1 ag | FUS yeast rescue
CN(C)C(=O)CCc1ccc2c3c([nH]c2c1)[C@]1(CCC2CCCC2)[C@@H](C(=O)N2CCOCC2)C[C@H](CC(=O)NCCC2=CCCCC2)C(=O)N1CC3 | 7.0% | -4.2% | 0.2 | 0.7% | -8.0% | 0.0 | -6.1% | 15.8µM*
CC(C)(C)N1[C@@H](CC(=O)O)c2cc(C(F)(F)F)ccc2S1(=O)=O | -0.9% | 11.2% | -2.0 | 4.5% | 27.3% | -0.1 | -15.6% | 0.2%
CCCc1n[nH]c2c1/C(=N\O)CCC2 | -20.6% | -1.5% | 1.2 | -5.0% | 1.6% | -2.7 | 5.8% | -22.8%
COc1ccc(-n2c(=O)cc(N3CCCCCC3)[nH]c2=O)cc1 | 0.0% | 10.6% | -5.9 | 0.4% | -5.0% | 0.0 | -6.2% | .
NN1C(=O)/C(=C2/Sc3ccccc3N2CCCS(=O)(=O)O)SC1=S | -1.6% | -20.3% | ? | -27.7% | -9.9% | -0.5 | -5.5% | -9.7%
Cc1cc(NC(=O)c2ccccc2Cl)c(C(C)C)cc1O | -9.1% | -13.0% | 2.7 | -0.9% | 10.0% | 0.1 | -1.5% | 5.8%
Cc1nc(SCC(=O)NNC(=O)c2cccs2)[nH]c(=O)c1C | -4.1% | -4.9% | -2.3 | -14.6% | 0.3% | 1.0 | -0.7% | 16.3%
C[C@@H](NC(=O)c1[nH]cnc1C(=O)Nc1cccc(Cl)c1)c1ccccc1 | -12.2% | -5.5% | 5.6 | 4.3% | -14.0% | -0.1 | -26.6% | 7.5%
CN(CC(=O)Nc1ccccc1C(F)(F)F)C(=O)CSc1nc(N)cc(N)n1 | -4.9% | 7.0% | 4.8 | ? | -0.1% | 0.6 | -10.1% | 11.6%
Cc1cc(C)nc(N2C(=O)CC(Cc3ccccc3)C2=O)n1 (stereo unspecified) | 4.5% | 0.9% | . | -12.5% | 5.0% | 3.5 | 6.4% | -3.6%
O=S1(=O)CCOC[C@H](Cc2ccccc2)N1Cc1cccc(Cl)c1 | 3.4% | 5.5% | 3.0 | 0.5% | -9.3% | -0.2 | -1.4% | 30.0%
CC1(C)CC(=O)C=C(c2ccc(-c3cccc(C(N)=O)c3)cc2)C1=O | -12.7% | -9.3% | 6.5 | -6.6% | -10.4% | -2.1 | -24.1% | 7.5%
COc1ccc(Cc2nnc(SCC(=O)NC3CCCC3)o2)cc1 | -1.3% | 5.4% | -6.7 | -10.1% | -17.1% | 2.8 | -0.2% | 13.5%
O=C(O)CSc1cc(NS(=O)(=O)c2ccc(Cl)cc2)c2ccccc2c1O | 10.0% | 12.6µM* | -54.5* | 1.34µM* | ? | -0.7 | 27.8% | 27.0%
Cc1cccc(-c2cc3c(nn2)-c2ccccc2C3=O)c1 | -13.0% | -35.3% | -18.2 | -12.8% | -8.8% | 0.4 | 10.7% | -8.8%
COC(=O)C1CCN(C(=O)COc2ccc(Cl)cc2)CC1 | -2.2% | 6.4% | -6.7 | -21.0% | 10.0% | 1.4 | -4.2% | -25.4%
O=C(c1cc(-c2ccco2)nc2ccccc12)N(Cc1nnc(-c2ccc(Cl)cc2)o1)C1CC1 | -11.6% | -18.6% | -72.6* | -16.4% | 4.8% | -2.5 | 17.8% | ?
N#CCN1CCN(CC(=O)c2ccc(Br)cc2)CC1 | -14.9% | 3.0% | -0.4 | -3.7% | 13.4% | 0.4 | 4.8% | -10.5%
C=CC[n+]1c(C)csc1Nc1ccc(C(=O)O)cc1 | 0.0% | -6.5% | 6.6 | -12.9% | 2.3% | 1.1 | 7.5% | -3.5%
CCOC(=O)/C(C#N)=C/c1c(N2CCCCCC2)nc2ccccn2c1=O | -5.9% | -7.8% | 5.7 | -4.9% | -19.2% | -0.4 | -2.3% | 34.8%
NC(=O)c1cccc2cc3ccccc3cc12 | -14.1% | 7.4%[57.1 µM] | 1.8 | -4.6% | -1.9% | 1.9 | -4.1% | -13.4%
CN(C)C(CNC(=O)c1cc(S(=O)(=O)N2CCOCC2)ccc1F)c1cccs1 (stereo unspecified) | -0.9% | 14.1% | -3.6 | 2.4% | -2.3% | 1.2 | -4.4% | -12.4%
Cc1ccc(NC(=S)NC2CC3CCC(C2)N3Cc2ccco2)cc1C (stereo unspecified) | 13.4% | 0.4% | . | -3.3% | 2.1% | -1.1 | -3.3% | -4.3%
O=C(c1cnn(C(=O)COc2ccc(Cl)cc2)c1)c1ccccc1O | -36.2% | ? | ? | ? | -2.1% | -0.8 | -3.1% | -12.6%
Nn1c(SCC(=O)NC2CCS(=O)(=O)C2)nnc1-c1cccs1 (stereo unspecified) | -11.1% | -11.4% | -6.8 | ? | 8.5% | -1.9 | -5.7% | 9.5%

The last three records of the part above come first, to join the parts:
SMILES | Abeta yeast res | WRN helicase inh | PI5P4Ka inh | PLK1 PBD block | EPAC1 antagonist | IL2 activator | EPAC1 ag | FUS yeast rescue
Cc1ccc(NC(=S)NC2CC3CCC(C2)N3Cc2ccco2)cc1C (stereo unspecified) | 13.4% | 0.4% | . | -3.3% | 2.1% | -1.1 | -3.3% | -4.3%
O=C(c1cnn(C(=O)COc2ccc(Cl)cc2)c1)c1ccccc1O | -36.2% | ? | ? | ? | -2.1% | -0.8 | -3.1% | -12.6%
Nn1c(SCC(=O)NC2CCS(=O)(=O)C2)nnc1-c1cccs1 (stereo unspecified) | -11.1% | -11.4% | -6.8 | ? | 8.5% | -1.9 | -5.7% | 9.5%
CCN(CC)C(=O)C1CCCN(Cc2sccc2C)C1 (stereo unspecified) | -4.4% | -11.9% | . | 4.7% | 3.2% | -1.4 | 9.2% | -1.1%
C=C[C@](C)(CC[C@@]1(C)C(C)CC(OC2OC(C)C(OC3OC(COC(C)=O)C(O)C(O)C3O)C(O)C2O)[C@@]2(C)C(C)=CCCC12)OC1OC(C)C(O[C@@H]2O[C@@H](C)C(O)C(O)[C@H]2O)C(O)C1O (stereo partly specified) | 2.1% | -4.0% | 16.4 | -10.7% | -1.7% | -0.6 | -33.5%[inhibitor] | ?
Cc1ccc(C(=O)N[C@H](C(=O)NC2CCCCC2)C(C)C)cc1 | 1.7% | 5.0% | -0.2 | 4.1% | 13.1% | -2.6 | 5.9% | .
Cc1ccc2c(c1)C(C)CC(C)(C)N2C(=O)NC1CCCCC1 (stereo unspecified) | 32.0% | -2.3% | 9.6 | -2.7% | 5.7% | 7.2 | 4.5% | -16.0%
O=C1N(c2ccccc2)C2CS(=O)(=O)CC2N1c1ccc(Cl)c(Cl)c1 (stereo unspecified) | 3.1% | -4.8% | . | -1.8% | 0.6% | 0.2 | 8.7% | -18.9%
O=C(O)CCCNC(=O)Cc1ccccc1 | 3.0% | -1.3% | -13.2 | -13.7% | -4.5% | -2.9 | 14.4% | -17.3%
CN(/N=C/c1cc(Br)cc(Br)c1O)c1cccc(C(F)(F)F)n1 | 3.7% | -14.0% | 31.5 | -4.6% | 4.4% | -6.7 | 4.3% | 8.5%
Cc1csc(NC(=O)c2sc3nc(-c4cccs4)ccc3c2N)n1 | -19.6% | -25.1% | . | -9.3% | -8.9% | 7.9 | ? | 26.8%
CN(Cc1nccs1)C(=O)c1ccc(OC2CCN(CCc3ccccc3)CC2)cc1 | 6.6% | -15.5% | -2.4 | -7.6% | 0.2% | -1.9 | 5.7% | .
CCc1nc2ccc(C(=O)NCCCN3CCCC3=O)cn2c1N(CC)C(C)=O | -7.9% | 14.0%[57.1 µM] | -8.3 | 0.0% | -4.2% | 0.1 | 3.2% | -23.6%
COC(=O)CCn1nnc(-c2ccc(C)cc2)n1 | 16.1% | 3.2% | . | -1.4% | -1.6% | 0.2 | 6.8% | 9.9%
COc1ccc(-c2cn(-c3ccccc3)nc2C(=O)O)cc1OC | -20.7% | 1.9% | -6.6 | -12.4% | 5.3% | 1.6 | 3.4% | -12.0%
CCOc1ccc(CCNC(=O)c2ccc(CS(=O)Cc3cccc(Cl)c3)o2)cc1 (stereo unspecified) | -0.8%&3.8% | 5.0% | -10.6 | 26.7µM* | -3.5% | -5.2 | -12.0% | 15.8%&38.6%
NS(=O)(=O)c1ccc(NC(=O)CSc2ncccn2)cc1 | -3.0% | -8.6% | 2.7 | -1.3% | 12.9% | -0.3 | 3.8% | 5.7%
c1ccc(OCc2nc(-c3cccs3)no2)cc1 | 0.3% | -3.6% | . | -9.7% | -5.6% | -2.1 | 17.6% | 12.4%
CCCCCCCCNC(=O)c1cnccn1 | ? | 0.0% | 15.3 | -9.8% | -11.7% | 0.4 | -1.3% | .
CCOC(=O)C1CCCN(C(=O)c2ccc(S(=O)(=O)NCc3ccco3)cc2)C1 (stereo unspecified) | 6.6% | -4.5% | -5.0 | -2.2% | 13.3% | -4.7 | 0.5% | 2.8%
COc1ccc(CNC(=O)c2ccccc2SCC(=O)NCc2ccco2)cc1 | -5.0% | 4.2% | -2.3 | -0.6% | 29.0% | 0.2 | -0.2% | 7.0%
COc1ccc(C(=O)COC(=O)c2cc(S(=O)(=O)N3CCCCC3)ccc2N2CCOCC2)c(OC)c1 | 15.4% | -12.1% | -2.3 | -0.2% | -6.3% | -2.4 | 1.2% | 15.8µM*
O=C(c1ccc(OC2CCN(CCc3ccccc3)CC2)cc1)N1CCCC(O)C1 (stereo unspecified) | -8.1% | 10.3% | 0.3 | -9.7% | 2.3% | -1.8 | 3.6% | 7.9%
Cc1cccc([C@@H]2[C@@H]3C(=O)N(Cc4ccccc4)C(=O)[C@@H]3[C@]3(CC(C)C)C(=O)N(c4cccc(Br)c4)C(=O)N23)c1 | -16.3% | 4.6% | -1.8 | -1.9% | -3.0% | -0.2 | -14.7% | 38.7%
COc1cc(C2Nc3cc(Cl)c(S(N)(=O)=O)cc3S(=O)(=O)N2)ccc1OCc1ccccc1 (stereo unspecified) | 13.2% | -14.8% | -20.7 | 23.8µM* | -11.9% | 0.4 | 10.9% | 5.0%
COc1ccc(C(C2C(=O)CC(C)(C)CC2=O)C2C(=O)CC(C)(C)CC2=O)cc1COCC(F)(F)F | -23.5% | -34.5% | -21.7 | 6.7µM* | -0.2% | -2.2 | -2.2% | .
Cc1ccc(S(=O)(=O)Oc2ccccc2N2C(=O)C3CC=CCC3C2=O)cc1 (stereo unspecified) | 27.3% | -2.7% | . | -3.0% | -3.1% | -1.9 | 2.8% | 19.0%
CCCN(CC(=O)Nc1ccccc1OC)C(=O)c1ccncc1 | -10.3% | -5.2% | -3.7 | -17.2% | -4.8% | 0.7 | -5.6% | 14.5%
